Screens (PubChem)
KLF5 inhibitor – kruppel-like factor 5 inhibition; AID 1700; inhibition, % at 5 µM; hit rate 0.23% among 290,000; DLD-1 KLF5 promoter-luciferase reporter, luminescence;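 active = inhibition above a per-plate limit of that plate's mean compound inhibition plus 3 SD, cut at about 60% in these data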;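 also: 0% = DMSO wells and 100% = LY294002 at 200 µM; higher means less KLF5 promoter-driven luciferase light; inactives centre near -14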
IEC-6 cytotox – kills IEC-6 intestinal cells in KLF5 counter-screen. IEC-6 cytotoxicity, luminescence viability. AID 1825. hit rate 0.78% among 290,000. inhibition, % at 5 µM; in the data active = inhibition above about 22%;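 also: 0% = plate median of test compound wells and 100% = cytotoxic reference compound wells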
HSF-1 act – increases HSF-1 driven luciferase reporter signal | NIH3T3-HGL HSF-1 luciferase reporter, MG132, 8 h; 100% = twice DMSO control signal | activation, % at 9 µM | hit rate 1.7% among 300,000;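 active = mean replicate activation of at least 50% with a set share of replicates each reaching 50%; inconclusive = only one of those two conditions met; inactive = mean below 50% and too few replicates reaching it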;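 also: 0% = median of the neutral control wells and 100% = twice that signal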
Platelet DG rel – modulates dense granule release in human platelets; human platelet-rich plasma, SFLLRN dense granule ATP release, luminescence; inhibition, %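 (compounds screened at 7.5 µM in platelet-rich plasma)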; hit rate 0.22% among 300,000; AID 1663;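 active = mean replicate score, as percent of positive control, at or above 50; inconclusive = mean below 50 but at least one replicate at or above 50; inactive = mean and every replicate below 50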
AI-2 QS modul – Vibrio harveyi AI-2 quorum sensing modulation. activity change, % at 7.5 µM. AID 2094. hit rate 0.4% among 300,000. Vibrio harveyi JMH597 AI-2 luminescence/OD600 ratio, 9 h; active compounds read low; strain lacks LuxN and CqsS sensors; 0 = neutral-control median; in the data active = activity change below about -75%, passing the limit was not always enough; inconclusive = no clear call, values can overlap the other calls;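 also: luminescence divided by OD600 gain over 9 h not by final OD600 alone; inactives centre near 13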
aSyn UTR inh – MLPCN primary screen, SNCA 5' untranslated region; hit rate 0.82% among 300,000; inhibition, % (tested at 7.5 µM); alpha-synuclein 5'UTR reporter, inhibitor activity; in the data active = inhibition above about 60%; inconclusive = no clear call, values can overlap the other calls;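 also: H4 neuroglioblastoma cells stably carrying SNCA 5'UTR luciferase fusion; 0% = DMSO wells and 100% = positive control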
HSF1 inhib – HSF1 inhibition | NIH3T3-HGL HSE-luciferase, MG132-induced, luminescence 8 h; active compounds read low | activity change, negative = inhibition, % at 7.5 µM (by protocol) | hit rate 0.77% among 300,000;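 active = more than half of replicate wells show activity change below -50%, luminescence cut by over half; inconclusive = some wells, but at most half, below -50%; inactive = no replicate well below -50%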;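 also: luciferase reports HSF-1 transcriptional activity via heat shock element; 0% = median of DMSO wells and -100% = zero luminescence signal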
HDAC3 inh – inhibitors of human histone deacetylase 3. O15379. recombinant HDAC3, fluorogenic peptide/trypsin coupled, fluorescence. inhibition, % at 8.3 µM. hit rate 0.15% among 320,000; in the data active = inhibition above about 26%, passing the limit was not always enough; inconclusive = no clear call, values can overlap the other calls
Target sequence (O15379 whole entry, looked up): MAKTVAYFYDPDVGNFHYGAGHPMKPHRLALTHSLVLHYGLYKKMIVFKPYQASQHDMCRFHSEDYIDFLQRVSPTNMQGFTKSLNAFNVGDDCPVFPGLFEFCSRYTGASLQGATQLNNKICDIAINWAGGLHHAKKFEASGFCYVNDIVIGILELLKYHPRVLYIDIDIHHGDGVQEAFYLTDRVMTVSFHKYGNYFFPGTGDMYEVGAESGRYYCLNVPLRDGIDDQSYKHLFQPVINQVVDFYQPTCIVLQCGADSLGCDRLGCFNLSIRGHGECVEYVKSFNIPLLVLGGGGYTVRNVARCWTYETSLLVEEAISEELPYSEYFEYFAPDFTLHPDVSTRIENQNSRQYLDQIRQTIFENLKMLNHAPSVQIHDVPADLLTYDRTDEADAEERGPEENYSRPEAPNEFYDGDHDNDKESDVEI
HSP90 refold inh – HSP90 refolding inhibition in rabbit reticulocyte lysate | luciferase refolding luminescence, 3 h | hit rate 0.91% among 290,000 | inhibition, % at 5.6 µM;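 active = inhibition above the screen-wide mean plus 3 SD, computed separately per campaign, cut at about 16% in these data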;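 also: 0% = DMSO wells and 100% = 60 µM geldanamycin wells; inhibitors lower the luminescence because luciferase stays unfolded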
HIF activator – HIF pathway transcriptional activation; U2OS HRE-luciferase reporter, luminescence; normalized: DMSO 0%, desferrioxamine 100%; activation, % at 7.5 µM (by protocol); hit rate 0.32% among 300,000;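 active = mean activation of at least 10% of the iron chelator positive control signal, with at least half of replicates also reaching 10%; inconclusive = mean and replicate majority disagree about reaching 10%; inactive = mean and most replicates under 10%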
* = called active by the depositor. Compounds as they come. About 5% of those tested had a hit in this group.

`CC(CNC(=O)CCCn1ncn2c(cc3occc32)c1=O)c1ccccc1` (stereo not drawn) gave KLF5 inhibitor -12, IEC-6 cytotox 3, HSF-1 act -14, Platelet DG rel -10, AI-2 QS modul -3, aSyn UTR inh -2, HSF1 inhib 3, HDAC3 inh 3, HSP90 refold inh 3 and HIF activator 0.2.
`COc1cc(NC(=O)c2ccc3c(=O)n(Cc4ccco4)c(=S)[nH]c3c2)cc(OC)c1OC` gave KLF5 inhibitor -15, IEC-6 cytotox -3, HSF-1 act 30, Platelet DG rel 5, AI-2 QS modul -4, aSyn UTR inh -9, HSF1 inhib 19, HDAC3 inh 0, HSP90 refold inh 5 and HIF activator -5.5.
Cc1[nH]nc(-c2ccc(O)c(C)c2O)c1Oc1ccccc1 was read as KLF5 inhibitor -33, IEC-6 cytotox 4, HSF-1 act 50, Platelet DG rel 1, AI-2 QS modul -5, aSyn UTR inh 5, HSF1 inhib 17, HDAC3 inh 2, HSP90 refold inh 1 and HIF activator 0.9.
Cc1ccc(-c2nc(CSCC(=O)N3CCCC3)c(C)o2)cc1 was read as KLF5 inhibitor -22, IEC-6 cytotox -1, HSF-1 act 13, Platelet DG rel -1, AI-2 QS modul 14, aSyn UTR inh -8, HSF1 inhib 3, HDAC3 inh 5, HSP90 refold inh 3 and HIF activator 1.6.
Screening O=C(Nc1ccc(Cl)cc1C(F)(F)F)C(Sc1cccc[n+]1[O-])c1ccccc1 (stereo not drawn) returned KLF5 inhibitor -14, IEC-6 cytotox 0, HSF-1 act 22, Platelet DG rel -7, AI-2 QS modul 13, aSyn UTR inh -35, HSF1 inhib -3, HDAC3 inh 11, HSP90 refold inh -1 and HIF activator -0.2.
Screening Cc1ccc(OCCC(=O)OCC(=O)Nc2ccc(F)cc2)cc1 returned HSF-1 act 23, Platelet DG rel 0, AI-2 QS modul 12, aSyn UTR inh -4, HSF1 inhib 1, HDAC3 inh 2 and HIF activator 2.0.
Screening COc1ccc(C2Nc3ccccc3NC3=C2C(=O)CC(C)(C)C3)cc1OC (stereo not drawn) returned KLF5 inhibitor -19, IEC-6 cytotox 3, HSF-1 act -3, Platelet DG rel 11, AI-2 QS modul -3, aSyn UTR inh 4, HSF1 inhib 1, HDAC3 inh 7, HSP90 refold inh 1 and HIF activator 1.1.
For COC(=O)COc1cccc2c(=O)n(CC(=O)Nc3ccc4c(c3)OCCO4)ccc12 the results were KLF5 inhibitor -8, IEC-6 cytotox -5, HSF-1 act 5, Platelet DG rel -1, AI-2 QS modul 5, aSyn UTR inh 6, HSF1 inhib 3, HDAC3 inh 7, HSP90 refold inh -1 and HIF activator 0.0.
For O=C(c1ccc(N2CCCS2(=O)=O)cc1)N1CCN(c2ccccc2)CC1 the results were KLF5 inhibitor -27, IEC-6 cytotox -10, HSF-1 act 7, Platelet DG rel -21, AI-2 QS modul 24, aSyn UTR inh 7, HSF1 inhib 1, HDAC3 inh 0, HSP90 refold inh -3 and HIF activator 1.0.
COc1ccc(C(=O)N/N=C/C2CC=CCC2)cc1OC (stereo not drawn) was read as KLF5 inhibitor -15, IEC-6 cytotox 0, HSF-1 act -14, Platelet DG rel 3, AI-2 QS modul -1, aSyn UTR inh 5, HSF1 inhib 4, HDAC3 inh -2, HSP90 refold inh 1 and HIF activator 0.2.
For CCS(=O)(=O)NCc1ccc2c(c1)cc(C)n2C the results were KLF5 inhibitor -30, IEC-6 cytotox 0, HSF-1 act -9, Platelet DG rel 17, AI-2 QS modul 11, aSyn UTR inh -21, HSF1 inhib 1, HDAC3 inh 0, HSP90 refold inh 2 and HIF activator -0.3.
`COc1ccccc1N1CCN(CC(=O)c2ccc(F)cc2)CC1` gave KLF5 inhibitor -14, IEC-6 cytotox -3, HSF-1 act 14, Platelet DG rel 5, AI-2 QS modul 23, aSyn UTR inh -7, HSF1 inhib 1, HDAC3 inh -7, HSP90 refold inh -7 and HIF activator -17.
Screening COC(=O)c1cc(NC(=O)c2c(-c3ccccc3)noc2C)ccc1N1CCOCC1 returned KLF5 inhibitor -29, IEC-6 cytotox -1, HSF-1 act -7, Platelet DG rel 7, AI-2 QS modul 9, aSyn UTR inh -6, HSF1 inhib -2, HDAC3 inh 7, HSP90 refold inh -1 and HIF activator 0.5.
For CC1Oc2ccccc2N(Cc2ccccc2Cl)C1=O (stereo not drawn) the results were KLF5 inhibitor -37, IEC-6 cytotox -4, HSF-1 act 18, Platelet DG rel 11, AI-2 QS modul -1, aSyn UTR inh 35, HSF1 inhib -4, HDAC3 inh -3, HSP90 refold inh 0 and HIF activator -0.7.
`O=[N+]([O-])c1ccc(Oc2ccc(S(=O)(=O)Nc3ccccc3)cc2)cc1` gave KLF5 inhibitor -7, IEC-6 cytotox -2, HSF-1 act -12, Platelet DG rel -3, AI-2 QS modul 28, aSyn UTR inh 3, HSF1 inhib -4, HSP90 refold inh -3 and HIF activator -0.1.
CCCn1c(=O)c(C(=O)Nc2ccccc2C)c(O)c2ccccc21 was read as KLF5 inhibitor -3, IEC-6 cytotox -2, HSF-1 act -15, Platelet DG rel 2, AI-2 QS modul -4, aSyn UTR inh -34, HSF1 inhib 6, HDAC3 inh -5, HSP90 refold inh -2 and HIF activator 2.4.
For O=C(C1CCC(CNS(=O)(=O)c2ccccc2)CC1)N1CCCCC1 (stereo not drawn) the results were KLF5 inhibitor -6, IEC-6 cytotox -3, HSF-1 act -4, Platelet DG rel 11, AI-2 QS modul 8, aSyn UTR inh 19, HSF1 inhib 2, HDAC3 inh -3, HSP90 refold inh -3 and HIF activator -10.
Screening COc1ccc(Cl)cc1C(=O)Nc1cc(=O)n(C)c(=O)n1C returned HSF-1 act -3, Platelet DG rel -1, AI-2 QS modul 11, aSyn UTR inh -1, HSF1 inhib 0, HDAC3 inh inconclusive and HIF activator 0.4.
For CCc1cc(CNC(=O)CCc2nnc(CCCc3ccccc3)o2)on1 the results were KLF5 inhibitor -92, IEC-6 cytotox -1, HSF-1 act 42, Platelet DG rel -16, AI-2 QS modul 18, aSyn UTR inh -129, HSF1 inhib 18, HSP90 refold inh -2 and HIF activator 3.0.
`Clc1cccc(Cl)c1C[n+]1ccc2ccccc2c1` gave KLF5 inhibitor 2, IEC-6 cytotox 0, HSF-1 act 4, Platelet DG rel 11, AI-2 QS modul 15, aSyn UTR inh -8, HSF1 inhib 2, HDAC3 inh -3, HSP90 refold inh -1 and HIF activator -5.6.
For CC1(C)CC2CC(C)(CN2C(=S)NC(=O)c2ccccc2Cl)C1 (stereo not drawn) the results were KLF5 inhibitor -2, IEC-6 cytotox -6, HSF-1 act 7, Platelet DG rel 9, AI-2 QS modul 11, aSyn UTR inh -4, HSF1 inhib -8, HDAC3 inh 5, HSP90 refold inh -1 and HIF activator -0.3.
For C/C(=N/NC(N)=S)c1cc2ccc(O)cc2oc1=O the results were KLF5 inhibitor -30, IEC-6 cytotox 0, HSF-1 act -4, Platelet DG rel 42, AI-2 QS modul 21, aSyn UTR inh -5, HSF1 inhib -1, HDAC3 inh -38, HSP90 refold inh 5 and HIF activator 0.2.
Screening COc1cccc2sc3ccc(C#Cc4ccc(N)cc4)cc3c(=O)c12 returned KLF5 inhibitor -153, IEC-6 cytotox 4, HSF-1 act -4, Platelet DG rel 1, AI-2 QS modul -10, aSyn UTR inh -111, HSF1 inhib 6, HDAC3 inh 6, HSP90 refold inh 1 and HIF activator 3.5.
For CC1Nc2ncnc(N3CCc4ccccc4C3)c2N(Cc2ccc(Cl)cc2)C1=O (stereo not drawn) the results were HSF-1 act -14, Platelet DG rel 4, AI-2 QS modul 9, aSyn UTR inh -5, HSF1 inhib 9, HDAC3 inh 1 and HIF activator -0.7.
`Cc1cc(NC(=O)CSc2nc3ccccc3n2CC(=O)N2CCCCC2)no1` gave KLF5 inhibitor -24, IEC-6 cytotox -5, HSF-1 act 16, Platelet DG rel -1, AI-2 QS modul 17, aSyn UTR inh 8, HSF1 inhib -1, HSP90 refold inh 3 and HIF activator 0.1.
Screening Fc1ccc(-c2nc(-c3cccs3)[nH]c2-c2ccc(F)cc2)cc1 returned KLF5 inhibitor -6, IEC-6 cytotox 1, HSF-1 act -14, Platelet DG rel 0, AI-2 QS modul 10, aSyn UTR inh 22, HSF1 inhib -8, HDAC3 inh -5, HSP90 refold inh 1 and HIF activator -0.7.
Nc1ncc(Br)cc1S(=O)(=O)NCCC(=O)Nc1cccc(Cl)c1 was read as KLF5 inhibitor -31, IEC-6 cytotox 4, HSF-1 act 10, Platelet DG rel -1, AI-2 QS modul 12, aSyn UTR inh 32, HSF1 inhib 3, HDAC3 inh 6, HSP90 refold inh 1 and HIF activator 0.0.
`CN(C)C(CNC(=O)c1cc(S(=O)(=O)N(C)c2ccccc2)ccc1Cl)c1cccs1` (stereo not drawn) gave KLF5 inhibitor 0, IEC-6 cytotox -5, HSF-1 act 4, Platelet DG rel -3, AI-2 QS modul 22, aSyn UTR inh 23, HSF1 inhib -1, HDAC3 inh -2, HSP90 refold inh -2 and HIF activator -0.3.
COc1ccc(N=C2SC(CC(=O)Nc3ccccc3)C(=O)N2CC2CCCO2)cc1 (stereo not drawn) was read as KLF5 inhibitor 9, IEC-6 cytotox 6, HSF-1 act 16, Platelet DG rel -2, AI-2 QS modul 3, aSyn UTR inh 19, HSF1 inhib 2, HDAC3 inh 6, HSP90 refold inh 4 and HIF activator -0.4.
For COc1ccc(S(=O)(=O)n2cnc(C)c2)cc1 the results were KLF5 inhibitor 3, IEC-6 cytotox 0, HSF-1 act 14, Platelet DG rel 4, AI-2 QS modul 9, aSyn UTR inh -7, HSF1 inhib -5, HDAC3 inh 2, HSP90 refold inh 3 and HIF activator 0.0.
For CC(NC(=O)c1cc2cc([N+](=O)[O-])ccc2oc1=O)C1CCCO1 (stereo not drawn) the results were KLF5 inhibitor -16, IEC-6 cytotox -7, HSF-1 act -10, Platelet DG rel 16, AI-2 QS modul 26, aSyn UTR inh 7, HSF1 inhib -8, HDAC3 inh -1, HSP90 refold inh 2 and HIF activator -0.4.
Screening Cc1ccc(-n2c(SCC(=O)NCC3CCCO3)nc3c(c2=O)SCC3)cc1 (stereo not drawn) returned KLF5 inhibitor -18, IEC-6 cytotox 1, HDAC3 inh -2 and HSP90 refold inh 4.
C/C(=N/NC(=O)CNc1ccc(C)cc1)c1ccc(Cl)cc1 was read as KLF5 inhibitor -19, IEC-6 cytotox -3, HSF-1 act -30, Platelet DG rel 3, AI-2 QS modul -1, aSyn UTR inh -30, HSF1 inhib -12, HDAC3 inh 5, HSP90 refold inh -3 and HIF activator 0.1.
`COCCNC(=O)c1sc2ncn(CC(=O)N3CCCCC3)c(=O)c2c1C` gave KLF5 inhibitor 7, IEC-6 cytotox -2, HSF-1 act -14, Platelet DG rel 2, AI-2 QS modul 21, aSyn UTR inh 14, HSF1 inhib -5, HDAC3 inh 6, HSP90 refold inh -1 and HIF activator -0.7.
Cc1ccc(S(=O)(=O)CNC(=O)c2ccccc2)cc1 was read as KLF5 inhibitor -30, IEC-6 cytotox -1, HSF-1 act -30, Platelet DG rel 6, AI-2 QS modul 19, aSyn UTR inh 3, HSF1 inhib -15, HDAC3 inh -13, HSP90 refold inh 2 and HIF activator 0.0.
